# core dimer inh = blocks dimerization of HCV core protein; AID 1899; TR-FRET GST/Flag-core106 dimerization, 1536-well; 0.33% of 300,000 active; inhibition, % at 5 µM;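 active = inhibition above the mean of all tested compounds plus 3 SD, set per screening campaign, cut at about 45% in these data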
#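 Material: GST/Flag-tagged HCV core106 proteins. Incubation: 4 h, 22.5 °C incubation. Read-out basis: inhibition (%) from 671 over 617 nm ratio. Measured by: TR-FRET, excitation 340 nm, emission 617 and 671 nm.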
# ZTA counter = ZTA (EBV) inhibition in EBNA-1 counter-screen. ZTA-DNA binding, fluorescence polarization. inhibition, % at 11 µM. 0.15% of 320,000 active; in the data active = inhibition above about 33%
# PREPL inhibitor = inhibits the human prolyl oligopeptidase-like enzyme; inhibition, % at 5.96 µM; AID 2751; recombinant PREPL, fluorescence polarization activity-based probe; Q4J6C6; 0.68% of 320,000 active; in the data active = inhibition above about 43%;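 also: 0% = enzyme with DMSO and 100% = wells lacking enzyme; many of its hits are not listed in these tables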
# Target sequence (Q4J6C6 whole entry, looked up): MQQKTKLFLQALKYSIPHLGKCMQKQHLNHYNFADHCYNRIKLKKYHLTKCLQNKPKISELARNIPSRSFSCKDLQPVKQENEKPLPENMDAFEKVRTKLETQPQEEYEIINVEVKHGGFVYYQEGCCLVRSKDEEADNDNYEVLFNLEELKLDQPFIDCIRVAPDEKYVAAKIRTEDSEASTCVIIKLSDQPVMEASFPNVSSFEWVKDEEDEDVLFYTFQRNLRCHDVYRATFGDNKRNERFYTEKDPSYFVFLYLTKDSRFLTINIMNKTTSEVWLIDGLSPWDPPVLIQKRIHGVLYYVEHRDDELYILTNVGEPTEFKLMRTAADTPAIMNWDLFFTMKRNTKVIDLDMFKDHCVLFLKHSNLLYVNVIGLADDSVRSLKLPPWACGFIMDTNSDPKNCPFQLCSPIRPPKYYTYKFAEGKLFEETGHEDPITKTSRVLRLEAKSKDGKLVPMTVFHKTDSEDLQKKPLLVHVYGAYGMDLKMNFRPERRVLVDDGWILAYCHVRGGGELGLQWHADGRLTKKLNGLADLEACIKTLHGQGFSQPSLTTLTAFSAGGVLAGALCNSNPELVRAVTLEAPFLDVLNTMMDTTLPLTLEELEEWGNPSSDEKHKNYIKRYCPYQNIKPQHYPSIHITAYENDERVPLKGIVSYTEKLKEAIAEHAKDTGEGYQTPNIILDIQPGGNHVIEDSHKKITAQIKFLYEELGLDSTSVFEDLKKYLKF
# TPT1 inh = blocks Candida albicans tRNA 2'-phosphotransferase. recombinant caTPT1, FP RNA substrate dephosphorylation. inhibition, % at 5 µM. 0.81% of 300,000 active;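 active = inhibition above the mean of all tested compounds plus 3 SD, set per screening campaign, cut at about 24% in these data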;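 also: plate controls were DMSO alone for no effect and ferristatin control at 100 nM for full effect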
# EBNA-1 inh = blocks EBNA-1 binding to DNA; AID 1950; EBNA-1 DNA binding, fluorescence polarization; inhibition, % at 14.8 µM; 0.34% of 300,000 active; in the data active = inhibition above about 28%
# PP5 inh = PP5 (human) phosphatase inhibition | P53041 | purified PP5c, OMFP substrate fluorescence | inhibition, % at 6.7 µM | 0.18% of 320,000 active;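 active = inhibition above the campaign's mean inhibition across all tested compounds plus 3 SD, cut at about 9.5% in these data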;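 also: 0% = DMSO only and 100% = 100 µM cantharidin control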
# PP1 inh = counter-screen for PP5 inhibitors: inhibitors of human PP1-alpha | P62136 | purified PP1alpha, OMFP fluorescence | inhibition, % at 6.7 µM | 0.9% of 320,000 active | AID 2235;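 active = inhibition above the mean inhibition of all tested compounds plus 3 SD, computed separately for each screening campaign, cut at about 15% in these data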
# Target sequence (P62136 whole entry, looked up): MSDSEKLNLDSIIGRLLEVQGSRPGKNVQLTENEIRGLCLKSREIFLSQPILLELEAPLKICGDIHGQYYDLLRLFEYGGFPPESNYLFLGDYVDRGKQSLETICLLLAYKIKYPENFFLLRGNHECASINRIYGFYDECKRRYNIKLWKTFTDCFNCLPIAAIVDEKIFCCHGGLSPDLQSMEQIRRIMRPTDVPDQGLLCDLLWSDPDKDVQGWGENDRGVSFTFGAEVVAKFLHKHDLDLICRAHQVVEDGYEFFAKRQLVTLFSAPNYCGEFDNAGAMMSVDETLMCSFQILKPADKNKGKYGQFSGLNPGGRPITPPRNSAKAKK
# Efflux pump inh = blocks antifungal efflux pumps in multiplex yeast assay | S. cerevisiae Candida pump triplex, Nile Red efflux | inhibition, % at 10 µM | 0.44% of 330,000 active | AID 485275;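 active = plate passing quality check with inhibition over a set limit, or well fluorescence over plate mean plus 4 SD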;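 also: Nile Red retained in pooled yeast measured as flow cytometry median fluorescence; 0% = buffer negative control and 100% = Enniatin B positive control; higher means more Nile Red kept so more efflux inhibition; some compounds called inactive have numbers as strong as hits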
# CTSL1 counter = counter-screen for PFM18AAP inhibitors: inhibitors of F. hepatica cathepsin L1; recombinant F. hepatica cathepsin L1, Z-Leu-Arg-MCA fluorescence; inhibition, % at 5.96 µM; 0.49% of 300,000 active; AID 1906;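 active = inhibition above the mean of all tested compounds plus 3 SD, set per screening campaign, cut at about 17% in these data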;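 also: 0% = plate median of test compound wells and 100% = 1 µM Z-Phe-Ala-diazomethylketone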
# Active calls of the source: *; x = no result given.
nr	smiles	core dimer inh	ZTA counter	PREPL inhibitor	TPT1 inh	EBNA-1 inh	PP5 inh	PP1 inh	Efflux pump inh	CTSL1 counter
1	CCOC(=O)C1CCN(C(=O)c2cc3c(C)cc(C)cc3[nH]2)CC1	-2.0	6.8	7.2	-0.5	-13.0	2.5	0.2	0.1	2.7
2	Cc1c(/C=N/N=C2\CCC3C4CCc5cc(O)ccc5C4CCC23C)cnn1C (centres undefined)	1.5	6.7	0.3	5.4	4.8	4.8	-2.8	0.0	-1.0
3	CCOC(=O)COc1coc(CN2CCN(c3ccccc3)CC2)cc1=O	2.8	23.2	5.1	-0.5	2.7	0.8	3.0	0.1	0.3
4	Cn1cnnc1SCC(=O)Nc1ccccc1Sc1ccccc1	-3.1	7.4	-11.8	-4.8	-3.7	1.9	2.7	-0.3	-4.3
5	COC(=O)c1c(C)[nH]c(C(=O)C(C)OC(=O)c2ccco2)c1C (centres undefined)	x	6.6	2.7	x	x	1.6	0.9	0.0	x
6	CN(CC(=O)Nc1cccc(F)c1)C(=O)c1ccc(N2CCOCC2)c([N+](=O)[O-])c1	14.8	19.6	5.1	-5.1	8.5	-0.2	-0.6	0.1	-0.5
7	O=C(COc1ncnc2ccccc12)Nc1cccc(S(=O)(=O)N2CCOCC2)c1	-0.1	-2.1	-2.6	0.2	3.5	3.1	-1.6	0.4	-2.3
8	CC(=O)Nc1ccc(S(=O)(=O)NNC(=O)c2cccc3ccccc23)cc1	1.4	-0.1	12.3	1.7	-10.8	2.9	-0.3	0.1	3.0
9	COC(=O)c1cccc(NC(=O)CSc2nncn2-c2ccccn2)c1	-17.2	-23.8	-10.2	-3.5	-1.7	3.3	3.5	0.0	-1.9
10	COC(=O)c1cccc(NC(=O)CN2CCN(c3ccc(OC)cc3)CC2)c1	-2.3	6.8	4.7	-2.5	-2.6	-0.1	-1.9	-0.1	2.6
11	COc1ccc(CN2CCC(CO)(Cc3ccccc3C(F)(F)F)CC2)c(F)c1	-3.6	-6.8	-21.8	0.3	-12.8	4.1	-6.0	0.4	7.6
12	CCCC[C@@H]1CN=C(N)N1CC(C)(C)C	-3.7	-16.7	0.0	-4.1	-3.3	1.8	1.6	-0.3	-4.3
13	O=C(CSc1nnc(-c2ccco2)o1)N1CCN(c2ccccc2)CC1	-1.3	-8.6	-37.2	-0.1	-10.5	2.1	-5.7	0.0	-0.2
14	COc1cccc(NC(=O)CNC(=O)N2CC(=O)Nc3ccccc32)c1	-3.1	-13.3	14.9	-2.7	3.5	-0.6	0.2	-0.2	1.8
15	COc1ccc2c(c1)C=C(CN1CCC(CO)(CCc3ccccc3)CC1)CO2	1.7	-2.4	9.2	-0.7	-26.9	3.9	-2.7	0.4	3.6
16	O=C(NCCOc1ccccc1)C(=O)NCC1CCCO1 (centres undefined)	-2.4	-18.9	-7.9	3.5	-19.5	1.2	-3.1	0.1	-0.7
17	O=C(COC(=O)c1ccc(F)cc1)NCCCc1ccccc1	1.1	4.6	-16.4	1.5	0.8	0.8	0.5	0.2	-2.9
18	Cc1cc(NC(=O)c2sc(Nc3cccc(C(F)(F)F)c3)nc2N)no1	1.6	-0.4	30.6	-2.6	7.4	0.3	6.0	-0.1	5.3
19	S=C(Nc1ccccc1Cl)N(CCN1CCCCC1)Cc1ccco1	-4.8	-19.6	5.0	-6.4	10.8	3.0	3.6	-0.1	-1.9
20	O=C(c1ccco1)N1N=C(c2ccc(Br)cc2)CC1(O)C(F)(F)F (centres undefined)	-4.6	6.8	-8.8	-3.6	2.0	3.4	2.8	-0.1	3.3
21	CCOc1ccc(-c2cc(N3C(=O)Nc4ccccc4N3O)n[nH]2)cc1	6.8	10.0	9.3	0.8	5.9	0.3	-0.7	0.0	-0.2
22	O=C(c1cccc(F)c1)N1CCC2(CC1)NCCc1[nH]cnc12	3.6	9.9	-2.7	2.1	10.0	0.3	-2.6	-0.1	-2.8
23	COc1cccc(CNC(=O)C2CCN(S(=O)(=O)c3cccc4cccnc34)CC2)c1	-0.4	15.3	-1.6	-1.2	9.0	-1.4	-2.6	0.1	2.4
24	CCOC(=O)c1c(CNc2ccncc2)n(C)c2cc(Br)c(O)cc12	-11.7	9.8	1.9	1.8	-1.5	3.1	3.5	0.3	1.3
25	S=C(N/N=C/c1ccccc1Cl)Nc1cccc(Cl)c1Cl	4.8	-1.6	-1.8	3.0	14.1	0.1	-0.6	0.1	1.6
26	Nn1c(SCC(=O)NC2CCCCC2)nnc1-c1ccccc1	-2.2	8.6	3.7	0.1	4.7	1.6	-7.0	0.0	-3.4
27	Cc1cc(C(F)(F)F)c2c(C)nn(-c3ccccc3)c2n1	2.3	8.5	0.1	-2.0	-4.0	-0.4	0.2	0.0	-2.9
28	O=C1CCc2cc(S(=O)(=O)NCc3ccccc3Cl)ccc2N1	x	-4.2	-3.5	x	x	-1.1	-3.8	-0.3	x
29	O=C(CN1CCN(S(=O)(=O)c2ccc(F)cc2)CC1)Nc1ccccc1F	-2.9	13.4	-16.5	-1.1	7.8	-1.5	-1.6	0.2	2.7
30	COc1ccc(C(=O)C(C)OC(=O)c2cccc(S(=O)(=O)Nc3cc(Cl)c(OC)cc3OC)c2)cc1 (centres undefined)	5.1	4.6	-6.5	-0.9	-7.7	0.9	-0.4	-0.2	0.2
31	Cc1ccc(S(=O)(=O)N2[C@@H](c3cccc(Cl)c3)C(C(=O)O)=CC[C@H]2c2cccs2)cc1	23.4	-4.9	10.8	1.3	12.8	3.2	4.8	0.0	0.7
32	Cc1nc2sc(C(N)=O)c(N)c2c(C)c1CC(=O)c1ccccc1	-0.6	-0.5	9.7	-1.9	-7.4	1.6	-1.4	-0.1	1.3
33	Cc1ccc(Nc2cccc(C(F)(F)F)c2)nn1	-4.7	-20.1	17.6	-2.7	-5.8	2.4	-3.8	-0.2	-6.6
34	[O-][n+]1onc2c1CCc1nnccc1-2	-3.5	12.4	3.1	-1.4	3.8	-0.7	-0.4	0.1	-1.2
35	CCOc1ccc(NS(=O)(=O)c2ccc(C(=O)NCC(C)(C)N3CCOCC3)cc2)cc1	1.9	12.6	4.8	-1.4	5.3	-0.2	2.3	0.1	3.4
36	COc1cc(C(=O)N/N=C/c2ccccn2)cc(OC)c1OC	-9.1	-2.6	0.8	-3.8	0.6	-1.0	-1.7	-0.2	0.6
37	CC1CCN(S(=O)(=O)c2nnc(NC(=O)COc3ccccc3F)s2)CC1	3.3	14.5	8.4	3.1	1.1	-3.0	1.0	0.1	2.1
38	Cc1nnc(SCC(=O)Nc2ccc(F)cc2)n(N)c1=O	-14.8	-3.9	7.8	-2.8	4.0	2.3	-1.3	-0.1	4.0
39	CCN1CCN(C(=S)c2ccc(SC)cc2)CC1	-1.3	0.6	-6.0	-1.7	-8.4	0.9	-4.8	-0.1	-4.5
40	CCCN(C(=O)c1nc2nc(C)cc(C)n2n1)c1c(N)n(Cc2ccccc2)c(=O)[nH]c1=O	x	-4.6	10.0	x	x	4.1	-2.8	0.0	x
41	Cc1ccccc1OCC(=O)NN1C(=O)C2C3C=CC(O3)C2C1=O (centres undefined)	5.3	-7.0	2.0	-2.4	-3.4	0.7	-2.1	0.0	-21.3
42	CN1C(=O)/C(=C\c2ccco2)N=C1c1ccc(Cl)cc1Cl	5.6	-2.7	-16.3	-0.1	-4.0	3.8	1.1	0.0	0.9
43	COC(=O)c1cc(C#N)c(OC(C)C)nc1C	11.2	11.2	1.4	-0.2	0.7	-1.5	-3.1	0.0	-1.1
44	COC(=O)c1cc(S(=O)(=O)Nc2nn(C)c3ccccc23)oc1C	0.7	-5.4	-6.1	-0.7	2.1	-0.1	-1.9	-0.1	1.2
45	O=C(c1cccc(C(F)(F)F)c1)N1CCN(S(=O)(=O)c2ccc(Cl)s2)CC1	5.2	19.3	1.4	1.3	-3.3	1.3	0.0	-0.9	0.8
46	Cc1nnc2sc(-c3ccc(-c4ccc(Cl)c(C(F)(F)F)c4)o3)nn12	23.9	12.7	-7.4	1.3	-5.9	4.9	5.4	0.0	0.2
47	COc1cccc(CC2(CO)CCN(Cc3cnc(N4CCOCC4)s3)CC2)c1	1.3	3.4	8.1	-5.4	-6.2	-0.9	-7.8	-0.1	-4.0
48	O=C1C(C=Nc2ccc(F)cc2)=C(O)c2ccccc21	-3.9	-25.6	5.8	-8.4	-6.8	3.4	0.5	-0.1	-7.0
49	Cc1ccc(NCN2C(=O)C(=O)c3ccccc32)nc1	-9.7	-5.1	-0.5	-0.9	-2.2	2.9	2.9	0.1	-1.6
50	Cc1nn(-c2ccccc2)c(Cl)c1/C=N/Nc1nc2ccccc2n1C	-14.8	-1.7	15.2	2.2	0.3	2.0	-0.3	0.1	1.1
51	O=C(NCCN1CCc2ccccc2C1)C1CC(=O)N(C2CCCC2)C1 (centres undefined)	8.2	-7.8	16.6	-3.3	-3.9	2.2	-0.2	0.0	2.2
52	O=C(COc1cccnc1[N+](=O)[O-])Nc1ccccc1Sc1ccccc1	-5.1	5.2	-3.8	1.2	5.6	1.9	2.1	0.1	3.3
53	COCCN(Cc1ccccc1)C(=O)c1cccc(S(=O)(=O)N2CCN(c3ccccc3)CC2)c1	-6.0	-8.3	-24.5	0.2	-1.3	0.9	-0.2	0.0	2.1
54	C/C(CC(=O)Nc1ccc(C)c(Cl)c1)=N\NC(=O)C1CCCCC1	-1.4	-2.5	-22.1	1.7	-9.3	1.9	-1.7	0.3	1.7
55	Cc1ccc(OCC(=O)N/N=C/c2ccncc2)cc1C	-5.6	3.3	-3.3	0.4	-12.7	-0.5	-7.7	0.2	6.3
56	Cc1ccc(N2CC(C(=O)NCCS(=O)(=O)N3CCN(c4ccccc4F)CC3)CC2=O)cc1 (centres undefined)	3.5	-0.5	3.4	-1.9	3.1	1.6	0.5	0.0	-3.7
57	CC(NC(=O)Nc1ccc(Cl)cc1)c1ccc2c(c1)OCO2 (centres undefined)	-0.7	2.2	-5.6	0.2	3.7	0.6	-1.5	-0.3	-0.2
58	CN1CCN(/C(=N\S(=O)(=O)c2ccc(F)cc2)c2ccccc2)CC1	-4.3	-25.7	0.9	0.1	-3.3	2.6	-7.5	0.0	-3.6
59	CC1Oc2ccccc2N(CC(=O)NCCN2CCOCC2)C1=O (centres undefined)	0.3	1.9	6.4	-36.0	4.6	-1.5	0.0	-0.1	-1.0
60	O=C1c2ccccc2NC(c2cccc(F)c2)N1Cc1ccccc1 (centres undefined)	1.9	8.9	-6.8	2.6	7.7	2.5	0.6	-0.3	2.0
61	CCCn1c2c(c(=N)c3c1CCC3)CCCC2	-4.8	-8.9	12.6	-1.2	6.9	1.1	-0.6	-0.2	0.0
62	Cc1ccsc1C1Nc2ccccc2C(=O)N1O (centres undefined)	6.3	3.2	-1.7	0.3	5.9	0.4	-2.6	-0.3	-4.6
63	COc1ccccc1C(=O)Nc1ccc2nc(SCC(=O)N(C)C)sc2c1	-3.5	-15.6	15.1	-0.7	5.7	3.3	4.3	0.4	2.1

# Full records, quoted from the list. Screens in order: core dimer inh, ZTA counter, PREPL inhibitor, TPT1 inh, EBNA-1 inh, PP5 inh, PP1 inh, Efflux pump inh, CTSL1 counter
# O=C(COc1cccnc1[N+](=O)[O-])Nc1ccccc1Sc1ccccc1 in the list: -5.1, 5.2, -3.8, 1.2, 5.6, 1.9, 2.1, 0.1, 3.3
# C/C(CC(=O)Nc1ccc(C)c(Cl)c1)=N\NC(=O)C1CCCCC1 in the list: -1.4, -2.5, -22.1, 1.7, -9.3, 1.9, -1.7, 0.3, 1.7
# CN1CCN(/C(=N\S(=O)(=O)c2ccc(F)cc2)c2ccccc2)CC1 in the list: -4.3, -25.7, 0.9, 0.1, -3.3, 2.6, -7.5, 0.0, -3.6

# Assay outcomes deposited in PubChem BioAssay by several laboratories.

# Only part of the results is shown, so the mix of outcomes need not match the whole.
